PLCb3 inh: blocks human PLC-beta3 enzyme activity; Q01970; Purified PLC-beta3, fluorogenic substrate, fluorescence; inhibition, % at 12.2 µM; 370,000 tested, 0.18% active; in the data active means inhibition above about 11%;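 further: 0% = median of compound wells on plate and 100% = full blocker control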
ADAM17 inh: ADAM17 inhibition, QFRET primary screen. recombinant ADAM17, EDANS/DABCYL FRET peptide cleavage. 370,000 tested, 0.83% active. AID 720648. inhibition, % at 6.95 µM;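 active means inhibition above the mean of compounds lying between control limits plus 3 SD, set per campaign, cut at about 8.5% in these data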;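 further: 0% = DMSO-only wells as the low control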
DDE Tn6 FP inh: inhibitors of Tn6 peptide binding to human fibrin DD(E) | inhibition, % at 8.3 µM | P02675 | 370,000 tested, 0.21% active | Fibrin DD(E) TRITC-Tn6 fluorescence polarization displacement | AID 720509;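 active means inhibition above a per-campaign cutoff: mean of compounds within control limits plus 3 SD, cut at about 15% in these data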;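 further: 0% = median of all compound wells on the plate and 100% = blocking peptide control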
SIAE primary: human SIAE inhibition, primary screen. Q9HAT2. SIAE FP-Rh probe binding, fluorescence polarization. inhibition, % at 9.66 µM. 370,000 tested, 0.69% active;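 active means inhibition above a cutoff: mean of compounds within the control limits plus 3 SD of those, cut at about 17% in these data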;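 further: 0% = plate median of compound wells and 100% = probe without SIAE protein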
Target sequence (Q9HAT2 whole entry, looked up): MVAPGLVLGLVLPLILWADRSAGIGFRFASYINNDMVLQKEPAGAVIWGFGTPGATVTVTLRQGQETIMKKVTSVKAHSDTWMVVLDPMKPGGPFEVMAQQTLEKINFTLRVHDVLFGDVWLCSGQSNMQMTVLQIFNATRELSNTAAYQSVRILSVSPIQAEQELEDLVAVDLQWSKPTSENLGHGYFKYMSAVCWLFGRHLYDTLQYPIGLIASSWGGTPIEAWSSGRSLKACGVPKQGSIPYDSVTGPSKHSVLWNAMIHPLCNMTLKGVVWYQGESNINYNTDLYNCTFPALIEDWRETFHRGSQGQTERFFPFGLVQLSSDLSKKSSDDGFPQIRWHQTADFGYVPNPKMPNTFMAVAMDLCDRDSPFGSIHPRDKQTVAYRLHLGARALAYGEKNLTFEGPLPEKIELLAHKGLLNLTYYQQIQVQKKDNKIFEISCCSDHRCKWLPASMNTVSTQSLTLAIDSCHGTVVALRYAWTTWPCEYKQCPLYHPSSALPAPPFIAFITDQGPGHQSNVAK
TDP2 inh: blocks human TDP2 phosphodiesterase activity | recombinant TDP2, T5PNP hydrolysis, p-nitrophenol absorbance 415 nm | inhibition, % at 12.8 µM | O95551 | 370,000 tested, 0.34% active;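 active means inhibition above the mean of all tested compounds plus 3 SD, set per campaign, cut at about 25% in these data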;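 further: 0% = DMSO with enzyme and 100% = buffer with substrate but no TDP2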
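Material: recombinant human TDP2; quantity: TDP2 enzyme at 120 nM final; medium: Tris-HCl pH 7.5 with MgCl2; compound: single concentration, 12.8 µM nominal, with 1% DMSO; incubation: 2 h enzyme incubation at 37 °C; signal: epi absorbance; measure: percent inhibition; benchmarks: high control without enzyme, low control DMSO plus TDP2; repeats: singlicate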
PLC-gamma1 inh: PLC-gamma1 (human) inhibition, primary screen; P19174; 370,000 tested, 0.84% active; purified PLC-gamma1, fluorogenic substrate, fluorescence; inhibition, % at 12.2 µM; in the data active means inhibition above about 9.5%
ARFGAP1 inh: inhibitors of rat ARFGAP1 | Arfgap1-stimulated ARF1 GTP hydrolysis, GDP FP detection | inhibition, % at 16.5 µM | 360,000 tested, 0.26% active | Q62848;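 active means inhibition above a per-plate limit, mean inhibition of low control wells plus 3 SD, cut at about 25% in these data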;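 further: 0% = DMSO wells with enzyme and 100% = wells lacking Arfgap1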
Target sequence (Q62848 1-136 limits assumed): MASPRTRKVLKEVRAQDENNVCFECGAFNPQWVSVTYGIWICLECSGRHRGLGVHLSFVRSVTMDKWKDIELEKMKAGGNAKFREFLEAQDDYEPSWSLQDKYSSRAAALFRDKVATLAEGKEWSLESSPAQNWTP
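Repeats: one replicate per compound; assay system: rat Arfgap1 catalytic domain, aa 1-136; times: enzyme reaction 120 min at 25 °C after 20 min preincubation; detection: FP of antibody-bound GDP Alexa 633 tracer, ex 620/em 688 nm; benchmarks: high control wells lacking Arfgap1, low control full reaction with DMSO; reagent: human ARF1(Δ1-17)-GTP substrate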
ADAM10 inh: ADAM10 inhibition, QFRET primary screen. 370,000 tested, 0.62% active. O14672. inhibition, % at 7 µM. recombinant ADAM10, EDANS/DABCYL FRET peptide cleavage, 3 h;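 active means inhibition above a per-campaign cutoff equal to the mean of compounds falling between control-based bounds plus 3 SD, cut at about 20% in these data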;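 further: 0% = DMSO wells while the 100% control is not disclosed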
Tn7 DDE FP: DD(E)-Tn7 binding inhibition, primary FP screen; P02675; 370,000 tested, 0.13% active; FP displacement of FITC-Tn7 peptide from fibrin DD(E); 0% = median of compound wells per plate; inhibition, % at 8.3 µM;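 active means inhibition above the mean of compounds falling within the control limits plus 3 SD of them, cut at about 14% in these data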;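 further: 0% = plate median of compound wells and 100% = 10 µM Aha-Tn7 peptide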
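Assay system: human fibrin DD(E) protein / Input: 2 µM fibrin DD(E) / Benchmarks: high control of 10 µM Aha-Tn7 peptide / Measured by: fluorescence polarization of the labelled Tn7 tracer / Medium: Tris buffer with calcium and detergent, pH 7.8 / Timing: 10 min compound pre-incubation, 3 h probe incubation at room temperature / Repeats: one replicate per compound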
ASAP1 GAP inh: ASAP1 ArfGAP inhibition | Q9ULH1 | AID 624377 | inhibition, % at 16.5 µM | ASAP1-stimulated ARF1 GTP hydrolysis, GDP FP detection | 360,000 tested, 0.19% active; in the data active means inhibition above about 25%;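 further: 0% = vehicle with enzyme and substrate and 100% = no enzyme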
Target sequence (Q9ULH1 325-724 limits assumed): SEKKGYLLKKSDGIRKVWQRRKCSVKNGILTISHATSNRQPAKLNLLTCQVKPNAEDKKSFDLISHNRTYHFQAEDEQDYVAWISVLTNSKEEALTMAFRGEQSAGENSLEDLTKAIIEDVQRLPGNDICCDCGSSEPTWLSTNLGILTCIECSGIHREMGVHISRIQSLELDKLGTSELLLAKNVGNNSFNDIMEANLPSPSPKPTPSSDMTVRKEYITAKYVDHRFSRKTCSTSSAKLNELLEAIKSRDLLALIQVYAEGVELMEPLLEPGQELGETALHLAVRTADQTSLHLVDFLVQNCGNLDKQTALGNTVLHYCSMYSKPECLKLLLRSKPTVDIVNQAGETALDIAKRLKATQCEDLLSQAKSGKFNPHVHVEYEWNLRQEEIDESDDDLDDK
Numbers without * were called inactive; i = inactive. Outcome played no part in choosing rows. Share with any hit: about 3.6%.

SMILES	PLCb3 inh	ADAM17 inh	DDE Tn6 FP inh	SIAE primary	TDP2 inh	PLC-gamma1 inh	ARFGAP1 inh	ADAM10 inh	Tn7 DDE FP	ASAP1 GAP inh
COc1ccc(OC)c(-n2c(CNC3CCN(Cc4ccccc4)CC3)nc3ccccc3c2=O)c1	0	0	0	4	-7	1	2	1	-2	2
Cc1cc(NC(=O)CSc2nnc(NCc3ccccc3)s2)no1	-9	-10	-3	-4	8	-3	6	-1	4	12
COc1ccc(-c2nc(C3CCCCC3)no2)cc1OC	0	-3	-1	0	4	0	-1	0	1	6
C(=C\c1ccncc1)/c1ccccc1	-1	-1	-4	5	10	4	-8	-1	-3	-6
CSc1cccc(NC(=O)c2cc(S(=O)(=O)N3CCCCC3)c[nH]2)c1	-9	-20	-5	-13	3	-4	6	-90	2	-7
CC(C)CN(C(=O)CCc1ccccc1Cl)c1c(N)n(Cc2ccccc2)c(=O)[nH]c1=O	-6	-4	-3	-4	27*	2	7	0	6	4
CCOCCCNC(=O)c1ccc(OC2CCN(C(C)=O)CC2)c(OC)c1	-5	1	5	-7	2	-1	16	0	-9	0
Cc1onc(-c2ccccc2Cl)c1C(=O)OCC(=O)Nc1cccc(S(=O)(=O)N2CCOCC2)c1	1	5	0	13	-1	0	-7	3	-1	13
Cn1cccc1C(=O)NC1CCCCC1	-3	-1	2	2	10	1	-5	-3	6	-9
COc1ccc(C(=O)Nc2cc(C)on2)c(OC)c1	0	-1	10	10	-5	-4	1	-5	-2	-11
C/C(=N\NC(=O)c1ccccc1N)c1ccc(NC(=O)Cc2ccccc2)cc1	-100	-52	6	5	-2	-76	13	-147	3	-17
N#CCc1nn(-c2ccccc2)c(N)c1C#N	0	0	1	1	8	2	-9	6	5	-5
Cc1ccc(OCC(=O)NC(=S)Nc2cccc(NC(=O)c3ccccc3Cl)c2)cc1	1	1	9	1	9	-2	-5	1	8	7
CCc1ccccc1NS(=O)(=O)c1cc(C)ccc1OC	-1	-3	-10	-2	3	-1	8	-6	7	0
CCOC(=O)c1ccc(NC(=O)CCC2COc3ccccc3O2)cc1 (configuration not stated)	-2	0	11	0	-3	-4	10	2	9	10
Cc1ccccc1N(CC(=O)Nc1ccccc1C(=O)O)S(C)(=O)=O	-4	-7	5	-2	-5	-3	0	-9	1	-5
Cc1cccc(N(CC(=O)Nc2c(C)n(C)n(-c3ccccc3)c2=O)S(C)(=O)=O)c1C	-3	-4	0	-5	0	2	11	0	-2	-7
CSc1ccccc1NC(=O)c1ccccc1	1	-1	-17	5	4	0	13	0	1	10
O=c1c([N+](=O)[O-])c(N2CCCCCC2)c2ccccc2n1-c1ccccc1	-2	5	3	-14	-19	0	15	0	-5	-10
O=C(O)CCc1ccc(-c2ccc(Cl)cc2)o1	-2	-5	14	9	-9	-3	11	-3	7	-7
CCc1c(-c2ccc(F)cc2F)ncn1CCc1ccccc1OC	7	1	-3	2	1	3	9	7	4	0
COc1ccc(CNC(=O)Cn2nc(C)n3cccc3c2=O)cc1	0	-10	1	-6	3	2	-7	2	0	-7
Nc1nnc(CC(=O)N/N=C/c2ccc(-c3ccccc3Cl)o2)s1	-42	-2	0	3	7	-31	2	-22	0	7
NS(=O)(=O)c1cc(C(=O)OCC(=O)N2CCc3ccccc3C2)ccc1Cl	-6	-2	-1	-2	0	0	1	-14	3	2
COc1ccc(C(=O)COC(=O)c2ccc3c(c2)OCO3)c(OC)c1	-2	1	-1	5	2	0	5	-7	10	-4
Additional results:
SMILES	PLCb3 inh	ADAM17 inh	DDE Tn6 FP inh	SIAE primary	TDP2 inh	PLC-gamma1 inh	ARFGAP1 inh	ADAM10 inh	Tn7 DDE FP	ASAP1 GAP inh
O=C(COC(=O)CN1C(=O)c2ccccc2C1=O)NC1CCCCC1	3	2	5	-4	5	4	-8	0	0	-10
CCOC(=O)[C@H]1[C@H]2COc3ccc(OC)cc3[C@H]2N2C(=O)CNC(=O)[C@@]12C	2	-1	-2	7	0	-3	11	7	0	-4
CS(=O)(=O)N1CCN(c2ncnc3c2cnn3-c2ccccc2)CC1	-8	-9	-6	-7	4	-2	-6	-5	-1	-8
Cc1ccc(NC(=O)NCc2ccc3[nH]c(C)cc3c2)cc1	2	2	-11	6	-7	0	9	6	2	-6
Cc1ccc(NC(=O)CN(C)C(=O)CSc2nc3ccccc3c(=O)n2CCO)cc1	3	-2	-6	13	5	4	-14	-1	9	13
CCCCCCN1CCN(C2CN(Cc3ccccc3)S(=O)(=O)C2)CC1 (configuration not stated)	0	-5	-13	1	3	1	-4	-13	-1	-4
COc1ccc(-c2cc(C(=O)Nc3c(F)cc(F)cc3Br)no2)cc1	1	-1	-1	-9	-3	1	0	0	4	-13
CCCCc1ccc(S(=O)(=O)NCCCN2CCCC2=O)cc1	-5	-3	-1	-1	-6	0	13	-2	-8	-1
O=C(O)C1CC(O)CN1S(=O)(=O)c1cccs1 (configuration not stated)	-1	-4	8	-2	1	0	0	3	6	1
Cc1cccc2c1-c1sc(C(=O)Nc3nccs3)cc1CO2	i	-266	1	-4	-3	i	7	i	-6	-1
CC1(C)CC(=O)C=C(c2ccc(-c3ccc(OC(F)(F)F)cc3)cc2)C1=O	-3	-2	2	0	0	0	2	-9	-2	-3
COc1c(Br)cc(Br)cc1/C=N/NC(=O)c1cccnc1	0	2	-1	-4	1	2	-3	2	-7	8
O=c1[nH]c(SCc2ccccc2)nc2ccsc12	-4	0	-4	3	0	-4	7	-7	2	1
CCOC(=O)N1CCN(C(=O)C(C)N(c2ccc(Oc3ccccc3)cc2)S(C)(=O)=O)CC1 (configuration not stated)	6	0	5	2	-3	4	-5	2	7	-3
CC(=O)c1ccc(OCC(=O)OC(C)C(=O)NC2CCCCC2)cc1 (configuration not stated)	-1	1	1	4	10	0	-7	-3	-4	10
O=C(Nc1ccccc1F)c1ccc(S(=O)(=O)N2CCCCCC2)cc1	-3	-1	0	-2	-3	-3	-15	0	1	-22
O=S(=O)(Cc1ccccc1)Nc1cccc(F)c1	-8	-3	7	-4	3	-1	-9	0	-5	10
COC(=O)[C@@]1(C)[C@H]2C(=O)N(C)C(=O)[C@H]2[C@H]2CN=C(SCc3ccc(Cl)cc3)N21	4	3	-3	7	-4	2	-4	4	1	-12
Cc1ccc(-n2c(-c3ccco3)nc3c(cnn3-c3ccccc3C)c2=O)cc1	2	-1	10	-4	2	4	-5	0	-7	-13
CC1S/C(=C(\C#N)C(=O)NCc2ccco2)N(Cc2ccco2)C1=O (configuration not stated)	-8	-7	-2	6	6	-10	-4	-4	0	-18
Cc1ccc(C(=O)NCC(=O)OCc2c(F)cccc2Cl)cc1	-4	-1	2	-1	2	-3	6	-7	8	2
O=C(CNC(=O)c1ccccc1F)NNC(=O)c1ccccc1O	-34	-37	-1	-2	-10	-19	0	-81	-9	-2
COC(=O)C1C(c2ccc(Br)cc2)Nc2nnc(C(F)(F)F)n2C1(C)O (configuration not stated)	-4	0	1	-13	4	0	8	0	-6	-4
COc1ccccc1N1CC(C(=O)Nc2ccc3c(c2)OCO3)CC1=O (configuration not stated)	2	-1	3	2	0	0	-4	5	-3	-7
CC(=O)c1nc(N2C(=O)C3CC=C(C)CC3C2=O)sc1C (configuration not stated)	5	3	-3	0	-5	2	-2	-1	-12	-11

Fetched one by one from the entries so far:
SMILES	PLCb3 inh	ADAM17 inh	DDE Tn6 FP inh	SIAE primary	TDP2 inh	PLC-gamma1 inh	ARFGAP1 inh	ADAM10 inh	Tn7 DDE FP	ASAP1 GAP inh
CCOC(=O)c1ccc(NC(=O)CCC2COc3ccccc3O2)cc1 (configuration not stated)	-2	0	11	0	-3	-4	10	2	9	10
Cc1onc(-c2ccccc2Cl)c1C(=O)OCC(=O)Nc1cccc(S(=O)(=O)N2CCOCC2)c1	1	5	0	13	-1	0	-7	3	-1	13
CCc1ccccc1NS(=O)(=O)c1cc(C)ccc1OC	-1	-3	-10	-2	3	-1	8	-6	7	0
COc1ccc(-c2cc(C(=O)Nc3c(F)cc(F)cc3Br)no2)cc1	1	-1	-1	-9	-3	1	0	0	4	-13

Other structures follow.
SMILES	PLCb3 inh	ADAM17 inh	DDE Tn6 FP inh	SIAE primary	TDP2 inh	PLC-gamma1 inh	ARFGAP1 inh	ADAM10 inh	Tn7 DDE FP	ASAP1 GAP inh
CCCCC(c1nnnn1CC1CCCO1)N1CCN(c2ccccc2)CC1 (configuration not stated)	2	-2	3	0	6	2	-6	-1	-2	0
Cc1ccc(NC(=O)c2ccc(OCc3c(C)noc3C)cc2)cc1C	-8	3	-6	-8	-12	1	-9	7	-5	14
COc1ccc(N(C(=O)c2cccnc2)S(=O)(=O)c2ccc(OC)c(OC)c2)cc1	0	-1	-1	0	-4	5	-10	-12	-1	0
Cc1ccc(C2=NC(=O)/C(=C/c3cc(O)c(O)c(Br)c3)S2)cc1	-16	1	10	-6	-6	-11	-10	1	1	30*
CC(C)CC(=O)NC(=S)Nc1ccccc1F	0	-4	0	5	-1	0	2	-3	7	-8
CC(CCN1CCN(c2ccccc2)CC1)c1ccccc1 (configuration not stated)	-4	-1	-2	1	-7	2	-9	10	2	-5
Cc1ccc(C2CC(=O)C(C=NCCN3CCN(CC(=O)Nc4cc(C)cc(C)c4)CC3)=C(O)C2)cc1 (configuration not stated)	0	-1	2	-5	3	0	5	6	1	6
O=C(c1ccccc1F)N1CCCC(C(=O)N2CCN(c3ccccc3)CC2)C1 (configuration not stated)	-5	-3	-10	-9	10	1	4	-4	-2	-10
Cc1nc(NC(=O)CCC(=O)O)sc1C(=O)N(C)C	6	-3	-7	11	-12	4	-11	-5	1	-8
Cc1ccc(C(=O)Cn2ncsc2=N)cc1	-3	-1	-3	0	13	-2	3	3	-3	-2
C=CCNC(=O)Nc1ccc(Br)cc1Cl	2	0	1	-4	3	0	-17	3	2	-21
CC1CCCC(C)N1CCNC(=O)Cn1nc(-c2ccccc2)ccc1=O (configuration not stated)	-1	-3	-4	0	0	-1	3	-7	5	11
Cc1ccc2nc(C)c(C(=O)N/N=C/c3ccc(C(=O)O)cc3)cc2c1	-3	-3	0	3	5	-2	13	-7	1	4
COC(=O)C(Cc1c[nH]c2ccccc12)NC(=O)c1cncc(Br)c1 (configuration not stated)	-5	-2	-7	20*	3	0	-1	-3	5	1
CC(=O)Nc1ccc(C)cc1NC(C)=O	4	4	7	1	3	6	0	-3	-4	18

Only PLC-gamma1 inh and ARFGAP1 inh (three entries from above):
SMILES,PLC-gamma1 inh,ARFGAP1 inh
CC1CCCC(C)N1CCNC(=O)Cn1nc(-c2ccccc2)ccc1=O (configuration not stated),-1,3
Cc1cccc2c1-c1sc(C(=O)Nc3nccs3)cc1CO2,i,7
N#CCc1nn(-c2ccccc2)c(N)c1C#N,2,-9
